Screening data from PubChem.
IkB sig inh: IkB Signaling; ABC-DLBCL IkBa-CBG/CBR dual luciferase ratio, 4 h; response scale: scaled: untreated 0%, proteasome inhibitor 100%; Potency, µM (doses to about 57.1 µM), inactives show at the top dose IkBa stabilization activation; 0.04% of 110,000 active; active = well fitted curve in the direction sought with a large enough effect in the signal ratio, not every such curve was filed as active; inconclusive = small, poorly fitted or top-dose-only effect, or a change in a side signal; the % refers to the signal ratio;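 note: the direction sought is a rising ratio; 0% = basal untreated cells and 100% = reference inhibitor full response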
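Luminescence ratio of IκBα-fused green versus native red beetle luciferase in OCI-Ly3 cells, 4 h post-doxycycline with compound; red signal alone, scaled from basal (0%) to zero light (-100%), flagged nonspecific or cytotoxic effects.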
Peg3 imprint: qHTS Assay for Compounds that Induce Erasure of Genomic Imprints | AID 1948, 2009 | mouse ES Peg3-LacZ reporter, beta-gal luminescence, 40 h | 0.02% of 110,000 active | Potency, µM (doses to about 60.7 µM), without a hit: at the top dose activity change, positive = activation, actives largely listed as activators;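 note: 0% = negative control wells on the plate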
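Each well holds 300 Peg3LacZ-Neo (maternal) female ES cells incubated 40 h at 37C, 5% CO2. LacZ is measured by BetaGlo luminescence, with AC50 and maximum efficacy derived from dose-response curves.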
p53ts 39C tox: qHTS Screen for Compounds that Selectively Target Cancer Cells with p53 Mutations: Cytotoxicity of p53ts Cells at the Nonpermissive Temperature; H1299-p53A138V viability at 39C, ATP luminescence, 24 h; 1.5% of 130,000 active; Potency, µM (highest dose often 46.1 µM), for inactives: at the highest dose activity change, negative = cell killing, usual class: cytotoxic; note: nearly all actives have a fitted effect of over 55% in size
p53ts 32C tox: qHTS Screen for Compounds that Selectively Target Cancer Cells with p53 Mutations: Cytotoxicity of p53ts Cells at the Permissive Temperature | Potency, µM (doses to about 46.1 µM), inactives show at the highest dose activity change, negative = cytotoxicity, usual class: cytotoxic | 0.93% of 130,000 active | H1299-p53A138V at 32C, ATP luminescence viability, 24 h;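 note: 0% = DMSO and -100% = full killing by reference compound; nearly all actives have a fitted effect of over 55% in size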
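H1299-p53 A138V cells (temperature-sensitive p53) exposed 24 h to up to 46 uM compound at 32C, where p53 is wild-type in conformation. Viability read as ATP luminescence and normalised to DMSO and 100 uM tamoxifen. AC50 fitted with the Hill equation.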
* marks the source's active call; other numbers are inactive results; ? = inconclusive; . = no result given; [ ] = another dose, or the depositor's remark. Unless noted, calls come from the whole dose curve; as a rule, active = well fitted curve in the direction sought with a large enough effect; inconclusive = small, poorly fitted or top-dose-only effect, or another doubt; inactive = no such curve, though single readings can be large; an effect the other way counts as inactive or inconclusive. Unless noted, % is set by controls: 0 for no effect and ±100 for the full control effect; potency is the fitted concentration of half-maximal effect.

compound,p53ts 39C tox,p53ts 32C tox,IkB sig inh,Peg3 imprint
CC(C)Cn1c(-c2cccc(Br)c2)nc2ccccc21,-26%,-5%,?,-13%[10.9 µM]
CCNC(=O)c1nn(-c2ccccc2C)nc1CO,2%,-3%,0.4%,-3%[10.9 µM]
COc1nc(Nc2ccc(C(C)C)cc2)nc(OC)n1,-6%,6%,.,.
CCn1c(COc2cccc(OC)c2)nnc1SCC(=O)Nc1ccccc1C(=O)OC,2%,-2%,8.7%,.
COc1ccc(-c2cccc(NS(=O)(=O)c3cc(C)ccc3OC)c2)nn1,-3%,3%,0.4%,-8%[10.9 µM]
Cc1cccc(-n2ncc3c(NCc4ccccn4)ncnc32)c1,-18%,-2%,0.2%,-13%
CCCn1c(=N)c(C(=O)NCC2CCCO2)cc2c(=O)n3cccc(C)c3nc21 (stereo not drawn),-2%,10%,0.2%,4%
CCOc1ccc(NC(=O)Cn2cc(C(=O)c3ccc(C)c(C)c3)c(=O)c3cc4c(cc32)OCCO4)cc1,-3%,12%,-0.1%,12%[10.9 µM]
O=C(NCC1CCCO1)c1ccc(N2CCCCC2)nc1 (stereo not drawn),-5%,-5%,0.9%,-11%
O=C(Nc1ccc(N2CCOCC2)cc1)C1CCCN(S(=O)(=O)c2cccc(C(F)(F)F)c2)C1 (stereo not drawn),0%,-3%,-0.5%,-5%
Cc1cccc(-c2noc(CN(C)S(=O)(=O)c3cc(Cl)ccc3Cl)n2)c1,17%,3%,?,-20%
COc1cccc(CNC(=O)c2c(C)nn(-c3ccc(F)cc3)c2-n2cccc2)c1,-3%,18%,0.4%,12%[10.9 µM]
Cc1cc(C)c(NC(=O)c2cc(S(=O)(=O)N3CCCC3)cn2C)c(C)c1,7%,-7%,1.4%,-14%[10.9 µM]
Cc1c(C(=O)Nc2c(C)n(C)n(-c3ccccc3)c2=O)oc2ccccc12,7%,2%,0.5%,-1%
Cc1nc(CN2CCN(C(=O)c3ccc(Br)cc3)CC2)cs1,9%,9%,0.1%,-9%
O=S(=O)(NCc1cn2ccsc2n1)c1ccc(Oc2ccccc2)cc1,1%,-18%,?,-18%
COc1ccccc1N1CCN(C(=O)CCn2nc(C)c(S(=O)(=O)N3CCCC3)c2C)CC1,0%,8%,2.1%,-7%[10.9 µM]
COc1ccc(CCN(C)CCCOc2ccc(S(=O)(=O)c3[nH]c4ccccc4c3C(C)C)cc2)cc1OC,13µM*,25µM*,?,-29%
Cc1ccc2c(c1)-c1c(cnn1CC(=O)O)CO2,-9%,-4%,-0.4%,0%
CC(=O)N1C2(C=CC1(C)C(=O)NCc1ccccn1)CCCCC2 (stereo not drawn),-17%,8%,.,7%
OCCSc1nc(-c2cccnc2)nc2ccccc12,-7%,-1%,-8.3%,-11%
CCOCCCNC(=O)c1c[nH]c2cc(C)ccc2c1=O,-5%,10%,-1.2%,-8%
Cc1ccc(S(=O)(=O)c2nc(-c3cccc(C)c3)oc2N2CCN(c3ccccc3)CC2)cc1,-4%,12%,-1.4%,-10%[10.9 µM]
Cc1cc(N2CCN(Cc3ccc4c(c3)OCO4)CC2)n2ncnc2n1,-1%,-5%,-0.7%,-27%
Cc1ccc(-c2noc(CCCC(=O)NCc3ccco3)n2)cc1,-26%,-2%,?,7%[10.9 µM]

By substructure: those above containing bromine.
compound,p53ts 39C tox,p53ts 32C tox,IkB sig inh,Peg3 imprint
CC(C)Cn1c(-c2cccc(Br)c2)nc2ccccc21,-26%,-5%,?,-13%[10.9 µM]
Cc1nc(CN2CCN(C(=O)c3ccc(Br)cc3)CC2)cs1,9%,9%,0.1%,-9%

Further compounds:
compound,p53ts 39C tox,p53ts 32C tox,IkB sig inh,Peg3 imprint
COC(=O)Cn1ncc2c(C)n(Cc3ccccc3)c(C)c2c1=O,?,?,0.5%,-15%
O=C(Cn1c(=O)n(Cc2nc(-c3ccccc3)no2)c(=O)c2cc3c(cc21)OCO3)Nc1ccccc1,-6%,1%,?,14%[10.9 µM]
COCCNC(=O)CS(=O)Cc1nc(-c2ccc(OC)cc2)oc1C (stereo not drawn),2%,-8%,1.2%,-4%
O=C(COc1ccc(Cl)cc1)NC1CCSC1=O (stereo not drawn),16%,4%,2.8%,-8%
CC(C)C[C@H](N)c1nnc(S(=O)(=O)Cc2ccc(F)cc2)o1,-24%,3%,?,-35%[inhibitor]
Cc1ccc2c(c1)c1c(n2CC(O)CN2C(=O)CNC2=O)C(=O)CCC1 (stereo not drawn),1%,1%,0.9%,-1%
O=C1CC(C(=O)Nc2ccccc2)N=C(N2CCOCC2)N1 (stereo not drawn),3%,-2%,-1.2%,-1%
COc1ccc2c(Cl)cc(NC(=S)Nc3ccccc3)nc2c1,1%[9.22 µM],2%[9.22 µM],-1.2%[11.4 µM],-8%[10.9 µM]
O=CCCCC=O,-2%,-1%[1.84 µM],?,0%
COc1ccc(CNC(=O)CCc2cn(C)c3ccccc23)cc1,-19%,-2%,?,-8%[10.9 µM]
O=C(CN1C(=O)COc2ccc(S(=O)(=O)N3CCCCCC3)cc21)NCCc1ccccc1,?,12%,0.3%,-16%[10.9 µM]
COC(=O)c1ccc2c(=O)n(Cc3ccco3)c(SCC(=O)Nc3ccccc3Cl)nc2c1,-21%,-27%,0.4%,-9%
COc1cc(OC)c(NC(=O)c2nnn(Cc3ccc(C)cc3)c2N)cc1Cl,-11%,12%,?,-11%[10.9 µM]
O=C(NCc1ccccc1)c1ccc(CN2CCOCC2)cc1,-2%,-11%,4.5%,-3%
CCc1ccc(NC(=O)c2cc(C(C)C)on2)cc1,-29%,-21%,?,-37%[inhibitor]
CC(C)C1N=C2c3ccccc3N=C(SCc3cc(=O)n4ccccc4n3)N2C1=O (stereo not drawn),-6%,-9%,-1.7%,-6%
Cc1cc(C(F)(F)F)nn1-c1nc(-c2ccco2)cc(C(F)(F)F)n1,-4%,12%,-0.2%,3%
CCOc1ccccc1NC(=O)CN(C)S(=O)(=O)c1cccc2nsnc12,-12%,20%,-0.3%,-11%
CCOc1cc(C2C(C(=O)N3CCCCC3)=C(C)NC3=C2C(=O)CCC3)cc(Br)c1O (stereo not drawn),7%,9%,2.0%,-5%
O=C(NCCO)c1ccc(-c2nnc(Nc3ccc(OC(F)(F)Cl)cc3)c3ccccc23)cc1,?,-29%,?,-9%[10.9 µM]
Cc1cn(-c2ccc(Br)cc2)[nH]c1=O,-7%,-15%,0.5%,-14%
Cn1nnnc1SCCCNCc1cc(Cl)ccc1OCc1ccccc1F,-7%,-13%,?,-14%[10.9 µM]
Fc1ccc(C(c2nnnn2Cc2cccs2)N2CCN(C3CCCCC3)CC2)cc1 (stereo not drawn),-12%,-13%,-0.2%,-9%
CC1CCN(CC[S-])CC1.O.O.[Cl][Pt],29%[9.22 µM],-19%[9.22 µM],?,-38%[inhibitor][10.9 µM]
Cc1ccsc1C(C(=O)NC1CCCCC1)N(C(=O)Cc1cccs1)C1CC1 (stereo not drawn),-9%,4%,1.5%,-10%

The list continues:
compound,p53ts 39C tox,p53ts 32C tox,IkB sig inh,Peg3 imprint
CC(=O)C1C(c2ccccc2OC(F)F)NC(=O)NC1(O)C(F)(F)F (stereo not drawn),3%,8%,0.3%,15%
COC(=O)COc1ccc(-c2nn(C)c(=O)c3ccccc23)cc1,-3%,-4%,5.5%,14%
COC(=O)Cc1cc(=O)n(-c2nc3ccccc3[nH]2)[nH]1,14%,-6%,4.1%,-20%
COc1ccccc1N1CCN(CC(=O)c2c(C)n(C)c3ccccc23)CC1,2%,-5%,0.6%,-5%
Cc1nn2c(=O)cc(COC(=O)c3cccc(NC(=O)c4ccc(F)cc4)c3)nc2s1,10%,-10%,?,6%[10.9 µM]
Cc1oc(-c2ccc(Cl)cc2)nc1CN1CCC(C(=O)NCCCN2CCOCC2)CC1,-1%,-9%,0.5%,-13%
Cc1cc(C)cc(NC(=O)CCC(=O)N2CCSc3ccccc32)c1,-15%,7%,?,-15%[10.9 µM]
COc1ccccc1CNC(=O)C1CCN(S(=O)(=O)c2ccc3c(ccn3C)c2)CC1,-18%,5%,-0.5%,-11%[10.9 µM]
CCOC(=O)CSc1nc2sc3c(c2c(=O)n1Cc1ccccc1)CC(C(C)C)OC3 (stereo not drawn),-2%,-3%,0.9%,-6%[10.9 µM]
CSCCC(NS(=O)(=O)c1ccc2c(c1)OCCO2)C(=O)NCCc1ccccn1 (stereo not drawn),28%,-9%,0.1%,9%
COc1cccc(NC(=O)Cn2c(=O)cc(C)c3c(C)nn(-c4cccc(F)c4)c32)c1,-27%,11%,1.5%,-13%[10.9 µM]
CCN(C(=O)CN1CCN(c2ccc(O)cc2)CC1)c1c(N)n(Cc2ccccc2)c(=O)[nH]c1=O,8%,0%,0.2%,0%
O=C(/C=N/O)NCCCn1ccnc1,8%,7%,-2.7%,-7%
COC(=O)c1sc(-c2ccccc2)cc1NC(=O)Nc1ccc(F)cc1,-13%,-17%,?,1%[10.9 µM]
Cc1cc2cc3c(cc2nc1SCC(=O)N1c2ccccc2CC1C)OCO3 (stereo not drawn),7%,1%,.,.
CCOCN(C(=O)CSc1nc2ccccc2[nH]1)c1c(C)cccc1CC,5%,6%,6.0%,-14%[10.9 µM]
COc1ccc(OC)c(NC(=O)CN(c2ccc(OC)c(Cl)c2)S(C)(=O)=O)c1,-14%,-3%,2.0%,-1%
COc1ccc(N(CC(=O)Nc2ccc3c(c2)OCCO3)S(=O)(=O)c2c(C)noc2C)cc1,-4%,-12%,?,-6%
CCCc1cc(=O)n2[nH]c(Cc3ccccc3)nc2n1,9%,-5%,4.0%,-5%
CC1CCN(S(=O)(=O)c2ccc3c(ccc(=O)n3CC(=O)Nc3ccc(C(C)C)cc3)c2)CC1,-5%,4%,1.4%,-6%[10.9 µM]
CCOc1ccccc1NC(=O)c1ccc(F)c(S(=O)(=O)N2CCC3(CC2)OCCO3)c1,11%,2%,1.7%,-10%
Cc1cc(C)n(-c2nc3ccccc3nc2Nc2cccc(C)c2C)n1,5%,4%,6.8%,-8%[10.9 µM]
O=C(Oc1ccccc1)N1CCC[C@@]2(CCN(c3ncccn3)C2)C1,5%,-3%,-0.9%[11.4 µM],.
O=C(NCC1CCCO1)c1cc2c(s1)CS(=O)(=O)C2 (stereo not drawn),5%,-5%,1.1%,-9%
CCN(CC)c1nn2c(=O)c(C(=O)NCc3ccc(F)cc3)cnc2s1,-17%,-6%,-4.8%,15%[10.9 µM]

Other records follow:
compound,p53ts 39C tox,p53ts 32C tox,IkB sig inh,Peg3 imprint
CSc1nc(SC)c2c3c(oc2n1)COC(C)(C)C3,12%,5%,-1.1%,4%
CC1CCCCC1NC(=O)c1cncc(Br)c1 (stereo not drawn),-2%,-1%,0.5%,-3%
CN1CCN(C(=O)c2ccc3c(c2)N(Cc2ccc(F)cc2)C(=O)c2ccccc2S3=O)CC1 (stereo not drawn),-9%,13%,2.3%,-8%[10.9 µM]
CCc1ccccc1NC(=O)CSc1nc2n[nH]c(C)c2c(=N)n1-c1ccc(OC)cc1,-15%,-15%,?,-16%
Cn1c(Cn2nnc3ccccc32)nnc1SCC(=O)N1c2ccccc2Sc2ccccc21,-13%,7%,0.3%,-16%

2 of the compounds above, as labelled records:
Structure: CCc1ccccc1NC(=O)CSc1nc2n[nH]c(C)c2c(=N)n1-c1ccc(OC)cc1
- p53ts 39C tox: -15%
- p53ts 32C tox: -15%
- IkB sig inh: ?
- Peg3 imprint: -16%
Structure: Cn1c(Cn2nnc3ccccc32)nnc1SCC(=O)N1c2ccccc2Sc2ccccc21
- p53ts 39C tox: -13%
- p53ts 32C tox: 7%
- IkB sig inh: 0.3%
- Peg3 imprint: -16%

Four compounds from above, reduced to p53ts 39C tox:
structure	p53ts 39C tox
CCc1ccccc1NC(=O)CSc1nc2n[nH]c(C)c2c(=N)n1-c1ccc(OC)cc1	-15%
CN1CCN(C(=O)c2ccc3c(c2)N(Cc2ccc(F)cc2)C(=O)c2ccccc2S3=O)CC1 (stereo not drawn)	-9%
CC1CCCCC1NC(=O)c1cncc(Br)c1 (stereo not drawn)	-2%
CSc1nc(SC)c2c3c(oc2n1)COC(C)(C)C3	12%

Compounds were not picked by outcome; overall some 1.7% were active at least once.
